# Measles CPE: protection of cells from measles virus; Measles virus-infected cells, CPE protection, absorbance; protection (pct of control), % at 4 µM; 1.5% of 140,000 active; in the data active = protection mostly above about 24%, no sharp cut-off; inactive = mostly below about 26%; note: some compounds called inactive have numbers as strong as hits
# MRP-1 activ: MRP-1 activation. viability increase, % at 10 µM. AID 799. H69AR cells + doxorubicin, viability rescue, CellTiter-Glo. 0.61% of 140,000 active;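 active = viability gain under doxorubicin at or above a set limit, the compound median plus 3 SD, cut at about 4.7% in these data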;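 note: MRP-1 overexpressing cells given doxorubicin 25 µM after compound pretreatment; 18-22 h compound pretreatment then 72 h with doxorubicin before readout; 0% = doxorubicin-only wells and 100% = vehicle-treated cells without doxorubicin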
# NPY Y2 blocker: blocks the human neuropeptide Y Y2 receptor; inhibition, % at 2.7 µM; P49146; NPY-Y2 expressing cells, antagonist mode; 0.99% of 140,000 active; in the data active = inhibition above about 17%;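 note: 0% = vehicle with agonist challenge and 100% = reference antagonist with challenge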
# Target sequence (P49146 whole entry, looked up): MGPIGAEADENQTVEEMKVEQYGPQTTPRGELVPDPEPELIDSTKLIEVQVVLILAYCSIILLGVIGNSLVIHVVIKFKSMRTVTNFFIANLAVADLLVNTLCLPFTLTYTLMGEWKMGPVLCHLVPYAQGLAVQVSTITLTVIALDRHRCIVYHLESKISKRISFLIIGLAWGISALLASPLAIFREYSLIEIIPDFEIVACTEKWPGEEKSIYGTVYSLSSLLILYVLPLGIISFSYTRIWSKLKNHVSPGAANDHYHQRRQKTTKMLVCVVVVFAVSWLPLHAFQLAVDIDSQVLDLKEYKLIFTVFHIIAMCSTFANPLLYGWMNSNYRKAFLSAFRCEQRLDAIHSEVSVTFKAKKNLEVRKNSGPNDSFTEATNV
# HCT116 PTEN-null: PTEN-deleted cell growth suppression; HCT116 PTEN-null viability, CellTiter-Glo, 60 h; hits give low values; viability, % at 10 µM; 1.2% of 140,000 active; AID 827;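 active = viability at or below a set limit, 4 SD under the median of all tested compounds, cut at about 3.7% in these data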;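 note: PTEN knockout HCT116 line with beta catenin targeted HCT116 as companion control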
# HCT116 bCat-KO: beta-catenin-lacking colon tumor cell growth suppression; HCT116 beta-catenin knockout viability, CellTiter-Glo, 60 h; hits give low values; viability, % at 10 µM; 1.5% of 140,000 active;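 active = viability at or under a set limit, the compound median less 4 SD, cut at about 6% in these data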;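 note: 0% = Hyamine 1622 control at 20 µM and 100% = untreated cell control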
# Yeast life ext: yeast lifespan extension; S. cerevisiae growth with nicotinamide, OD615; deaD strain in restrictive glucose medium; inhibition of the nicotinamide effect, % at 10 µM; 0.68% of 130,000 active; AID 775;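 active = inhibition above a set limit, placed 3 SD over the median of all compounds, cut at about 26% in these data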;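 note: 0% = nicotinamide-treated wells and 100% = cells grown without nicotinamide; some compounds called inactive have numbers as strong as hits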
#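 Assay system: engineered S. cerevisiae DeaD replicative-lifespan strain, galactose-grown log-phase cells; medium: restrictive CSMM-D dextrose medium; also added: nicotinamide, 1.5 mM, co-present with compound; schedule: 48 h compound exposure at 30 °C, humidified; detection: absorbance at 615 nm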
# GALR2 blocker: blocks the human galanin receptor 2; O43603; GALR2-expressing cells, antagonist mode; inhibition, % at 4 µM; 0.39% of 140,000 active; in the data active = inhibition above about 27%;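 note: cells stimulated with galanin 1-16 at roughly its EC80; 0% = agonist challenge control and 100% = basal control without agonist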
# Target sequence (O43603 whole entry, looked up): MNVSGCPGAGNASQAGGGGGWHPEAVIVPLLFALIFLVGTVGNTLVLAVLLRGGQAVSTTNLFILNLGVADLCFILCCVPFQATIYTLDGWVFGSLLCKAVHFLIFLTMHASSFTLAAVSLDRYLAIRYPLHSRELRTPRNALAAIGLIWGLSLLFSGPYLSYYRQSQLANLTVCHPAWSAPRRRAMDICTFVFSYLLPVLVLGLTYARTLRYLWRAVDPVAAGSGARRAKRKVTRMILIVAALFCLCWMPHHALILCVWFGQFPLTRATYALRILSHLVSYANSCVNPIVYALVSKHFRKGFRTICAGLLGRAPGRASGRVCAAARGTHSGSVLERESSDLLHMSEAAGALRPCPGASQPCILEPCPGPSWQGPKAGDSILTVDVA
# E-sel TNF inh: TNF alpha driven E-selectin expression inhibition. HUVEC TNFa-induced E-selectin immunofluorescence, high content. inhibition, % at 2 µM. 0.71% of 120,000 active. AID 1246;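 active = inhibition above the batch mean plus 3 SD, and confirmed as a hit on visual image review, cut at about 43% in these data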;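 note: 0% = TNF-stimulated DMSO wells and 100% = unstimulated control wells; not every result past the cut was called active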
# Phagocyt inh: blocks phagocytosis by macrophages; J774A.1 macrophage IgG-bead phagocytosis, imaging; 0.07% of 110,000 active; inhibition, % at 5 µM;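 active = inhibition above the mean of the plate negative controls plus 5 SD, cut at about 13% in these data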;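 note: phagocytic index as fraction of beads internalized from green versus red external bead signal; plate controls were DMSO negative control for no effect and cytochalasin-D positive control for full effect; some results beyond the cut were filed as inactive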
# BB579 growth dn: reduces growth of yeast BB579 in restrictive medium; inhibition, % at 10 µM; S. cerevisiae BB579 growth, OD615, 48 h; 0.51% of 140,000 active;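 active = inhibition above a set limit, 3 SD over the mean compound inhibition, cut at about 44% in these data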; note: inactives centre near -24
#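 System: Saccharomyces cerevisiae DeaD strain BB579, replicative lifespan model yeast | Buffer or medium: Restrictive glucose-based CSMM-D medium | Times: 4 h preincubation and 48 h exposure at 30 °C | Detection: OD615 turbidity measurement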
# Starred values were filed as active, the others as inactive; x = not tested or not shown.
item	smiles	Measles CPE	MRP-1 activ	NPY Y2 blocker	HCT116 PTEN-null	HCT116 bCat-KO	Yeast life ext	GALR2 blocker	E-sel TNF inh	Phagocyt inh	BB579 growth dn
1	COCCN(C(=S)Nc1ccccc1OC)C(C)c1cccs1 (stereo unspecified)	16	-2.8	2	74	83	3	-6	x	-10	-12
2	CCC(C)(C)NC(=O)C(c1cccn1C)N(C(=O)Cn1nnc2ccccc21)c1ccc(OC)cc1OC (stereo unspecified)	4	-1.0	7	78	88	x	-11	-1	x	-24
3	Cc1cccc(C(=O)Oc2ccc(/C=N/NC(=O)c3ccccc3O)cc2)c1	9	-1.3	0	84	92	-2	3	x	-7	2
4	O=C(NCCCn1ccnc1)c1cc(-c2cccs2)on1	1	-2.7	1	47	46	-15	-1	9	1	-13
5	COCCn1c(C)cc2c(c1=O)C(c1ccco1)C(C#N)=C(N)O2 (stereo unspecified)	3	-1.5	1	89	92	2	-10	22	-1	-63
6	CCOC(=O)CSc1nnc(-c2ccc(S(=O)(=O)N3CCOCC3)cc2)n1-c1ccccc1	4	-0.5	2	94	97	-15	6	2	0	-51
7	COC(=O)c1nnn(-c2nonc2N)c1CSCCO	3	-1.7	0	99	101	-11	4	-29	5	-7
8	CN(C)c1ccc(NC(=O)CN2C(=O)CC(c3ccccc3)=Nc3ccccc32)cc1	8	-0.7	0	95	101	13	7	-18	0	-35
9	CN(CP(=O)(O)CN(C)S(C)(=O)=O)S(C)(=O)=O	25	0.2	2	100	94	-4	-1	x	0	-39
10	c1ccc(COc2ccc(CNCc3cccs3)cc2)cc1	15	0.9	7	85	85	-13	2	-56	x	-18
11	C1CCC(Nc2nnnn2C2CCCCC2)CC1	2	-0.7	-2	104	87	0	0	x	-2	-46
12	COc1ccc(N(CC(=O)NCc2ccco2)S(C)(=O)=O)cc1Cl	10	-1.9	0	96	106	-14	14	x	1	-8
13	CC(C)CNC(=O)c1ccccc1NC(=O)c1ccccc1N(C)S(=O)(=O)c1ccccc1	11	0.6	2	87	85	0	-8	-20	-7	-26
14	CCCCCCS(=O)[C@H]1CS(=O)(=O)C[C@@H]1S(=O)CCCCCC (stereo partly specified)	1	-2.3	3	63	46	-1	-8	28	-1	5
15	CC(C)CCNc1nc2c(cc1C#N)COC(C)(C)C2	4	-1.9	3	94	99	-19	-2	9	2	-50
16	O=C(CC1C(=O)N(c2ccc(F)cc2)C(=O)N1Cc1ccccn1)Nc1ccccc1 (stereo unspecified)	4	-0.9	0	90	87	-5	-4	x	-1	-2
17	CC(C)(C)NC(=O)Cn1nnnc1-c1nonc1N	14	-0.2	6	108	96	-10	-3	-19	-2	-81
18	Cc1scc(C(=O)N2CCN(S(C)(=O)=O)CC2)c1-c1ccccc1	11	-0.4	3	88	91	3	12	-35	0	-46
19	O=C1C2CCCN2C(=O)N1CCCCN1CCN(c2cccc(Cl)c2)CC1 (stereo unspecified)	2	-2.2	1	90	96	6	8	6	-4	-7
20	CC(Sc1ccc(Cl)cc1)C(=O)Nc1ccc(S(=O)(=O)N2CCOCC2)cc1 (stereo unspecified)	10	-2.5	-2	59	60	-10	2	-10	x	-3
21	O=C(CCNC(=O)c1ccc(Br)o1)NC1CCCC1	8	-1.4	2	94	91	-2	-5	-28	x	-31
22	Cc1ccc(O)c(-c2cc(C(=O)Nc3ccc(S(=O)(=O)Nc4nc(C)cc(C)n4)cc3)[nH]n2)c1	22	-2.5	0	67	80	9	-2	x	-4	-41
23	N#Cc1sc2nc(C3CC3)cc(-c3ccccc3)c2c1N	30	0.3	4	90	97	-7	6	x	-9	-19
24	Cc1ccc(-c2nc(CS(=O)CC(=O)NCc3ccccc3)c(C)o2)cc1 (stereo unspecified)	14	-2.4	6	102	89	-4	-9	-4	0	-35
25	COc1c(O)ccc2cnn(-c3ccccc3C)c(=O)c12	20	-0.1	0	99	95	7	7	x	0	-10
26	CC(NC(=O)C(Cc1ccccc1)NC(=O)c1ccccc1)C(=O)O (stereo unspecified)	3	-0.8	1	97	92	-7	-5	-22	-4	-18
27	O=C(c1ccccc1)N1CCN(S(=O)(=O)N2CCCCC2)CC1	1	-0.9	3	88	97	-19	5	1	0	-21
28	COC(=O)Cc1cc(=O)[nH]c(/N=C(\N)Nc2ccccc2)n1	38	-2.8	0	95	90	-4	16	x	0	-33
29	O=C(COC(=O)c1ccc2[nH]c3c(c2c1)CCCC3)Nc1ccc(Cl)cc1Cl	5	-2.8	4	86	94	-2	-1	x	x	-25
30	CCc1cccc(C)c1NC(=O)COC(=O)Cc1ccsc1	29	-0.6	2	85	81	9	6	4	-3	-16
31	CCC(Sc1ccc2nnc(-c3cccnc3)n2n1)C(=O)O (stereo unspecified)	2	-0.4	4	99	90	-4	11	-1	1	-10
32	CCCCC(=O)Nc1cccc(-c2nnc(-c3ccccc3)o2)c1	8	-4.4	6	77	84	-25	1	10	-1	-38
33	CC(C)CCNC(=O)COc1ccc2c3c(c(=O)oc2c1)CCC3	8	0.2	3	98	109	-18	-8	x	0	-31
34	CCc1ccc(OCC(=O)NC(=S)Nc2ccc(S(=O)(=O)NC3CCCCC3)cc2)cc1	2	-1.8	2	104	95	-7	-3	5	1	-24
35	CC(=O)Oc1ccc(-c2cccc(C(=O)O)c2)cc1	2	-1.0	1	109	107	-7	7	0	-1	-68
36	O=C(COC(=O)C1Cc2ccccc2CN1C(=O)c1ccccc1)Nc1ccc(SC(F)F)cc1 (stereo unspecified)	27	0.1	4	88	84	1	-13	11	-4	-42
37	O=C(CSc1nnc(-c2ccncc2)n1C1CCCCC1)Nc1cccc(O)c1	15	-1.1	5	98	102	-5	1	11	0	-24
38	C[N+]1(C2CCC3CCCC2C3O)CCCC1 (stereo unspecified)	9	-2.3	4	94	97	9	-2	27	-5	-19
39	COc1ccc(/C=C2/S/C(=N/N=C3\CC4CCC3(C)C4(C)C)NC2=O)cc1 (stereo unspecified)	7	-4.5	9	66	74	-13	1	-18	-4	-26
40	O=C(c1cc(S(=O)(=O)N2CCOCC2)ccc1F)N1CCCc2ccccc21	5	-1.3	5	82	81	-11	5	-6	x	-55
41	CCOC(=O)C1CCCN(C(=S)Nc2ccc(C)cc2C)C1 (stereo unspecified)	3	-1.2	-1	100	126	23	0	4	-1	-3
42	Nc1cc(N)nc(SCc2nnnn2-c2ccc(Cl)cc2)n1	8	-1.4	3	100	86	4	4	x	1	-20
43	CN(C)c1ccccc1C(=O)c1ccccc1N(C)C	9	-1.6	13	19	19	-17	24	-7	-1	-62
44	CCN(CC)c1ccc(/C=N/NC(=S)NCc2ccccc2)c(O)c1	6	1.1	-4	15	20	3	0	x	-5	-25
45	CCOC(=O)CSc1nnc2c(n1)C1(C)CCC2C1(C)C (stereo unspecified)	18	-1.7	3	92	107	0	1	x	5	-11
46	Cc1ccccc1-c1nc(CN2CCC(C(=O)N3CCC(C(N)=O)CC3)CC2)c(C)o1	10	-1.3	0	92	80	-13	1	x	-1	-11
47	CC1=CC(C)(C)Nc2ccc(OC(=O)CN3C(=O)c4ccccc4C3=O)cc21	9	-6.2	4	1.5*	1.4*	-1	-6	-19	x	-23
48	Cc1cccc(OCC(=O)Nc2ccccc2C(F)(F)F)c1	16	-3.0	3	99	97	-6	8	x	-4	-14
49	Oc1sc(C=Nc2ccccc2)c2ccccc12	13	-2.3	1	78	77	-15	39*	3	-1	-67
50	O=CN1CCN(C(=O)COc2ccc(Cl)cc2Br)CC1	5	-2.9	5	89	96	-2	-1	x	-5	-56
51	CN(C)CCCNCCCNC(=O)/C=N/O	3	-0.9	2	93	87	-15	-1	7	1	-28
52	COc1ccc(-c2oc3ncnc(NCCCN4CCOCC4)c3c2-c2ccc(OC)cc2)cc1	2	-7.7	17	58	49	-22	-31	-2	-1	-29
53	COC(=O)c1cc2c(cc1Cl)SC(=NCCCN1CCOCC1)NS2(=O)=O	3	0.1	2	108	107	-12	-3	-2	9	-22
54	CCOC(=O)c1sc(NS(=O)(=O)c2ccc(NC(C)=O)cc2)nc1C	19	-2.7	5	102	101	-6	8	-6	2	2
55	O=C(c1ncc[nH]1)c1ccccc1C(=O)N1CCOCC1	22	-2.3	3	93	105	-13	10	-7	-2	11
56	O=C(CNC(=O)c1cccc(F)c1)N/N=C/c1cc(Br)ccc1OCc1ccccc1	14	-2.2	1	18	26	6	3	x	-3	-59

# (cont.)
item	smiles	Measles CPE	MRP-1 activ	NPY Y2 blocker	HCT116 PTEN-null	HCT116 bCat-KO	Yeast life ext	GALR2 blocker	E-sel TNF inh	Phagocyt inh	BB579 growth dn
57	Cc1ccccc1S(=O)(=O)Cc1ccc(C(=O)N2CCN(c3ccc(F)cc3)CC2)o1	3	-1.6	1	64	60	-5	-7	12	0	-38
58	CCCCCn1c(NC(=O)c2ccco2)c(S(=O)(=O)c2ccc(C)cc2)c2nc3ccccc3nc21	x	-1.0	3	70	83	-13	-17	0	1	-27
59	C(/C=C/c1ccco1)=N/N1CCN(c2ccccc2)CC1	4	-2.5	1	71	65	-34	-1	0	-4	-1
60	COc1cccc(NS(=O)(=O)c2ccc3c(c2)C2C=CCC2C(c2ccc(C(=O)O)cc2)N3)c1 (stereo unspecified)	27	2.8	3	96	95	-1	5	x	-2	-33
61	O=C(OCCN(C1=NS(=O)(=O)c2ccccc21)c1ccccc1Cl)c1ccc(Cl)cc1	5	-1.9	13	64	73	0	-5	-7	-2	-21
62	O=C(O)CN=C1NC2(CCCC2)Cc2ccccc21	6	-2.5	1	106	107	-27	0	-17	x	-17
63	O=C(Cc1cccs1)Nc1ccc(Cl)cc1	7	-2.9	-1	87	88	-8	-11	12	-1	-4
64	Cc1ccc(/C=N\NC(=O)C2CN(S(=O)(=O)c3ccccc3)CCN2S(=O)(=O)c2ccccc2)cc1 (stereo unspecified)	8	0.9	4	73	77	4	5	21	-8	-28
65	C=CCSc1nc2sc(C)c(C)c2c(=O)[nH]1	10	-2.6	5	105	102	-6	10	-11	x	-5
66	CC(C)CN(Cc1cc2ccccc2[nH]c1=O)C(=O)c1cccnc1	13	-0.2	3	107	105	4	8	0	1	17
67	CCn1c(N)c(C(=O)NCCOC)sc1=S	5	-0.3	2	90	95	-6	-8	x	-1	-8
68	CSc1nsc(SC)c1C(=O)OCC(F)(F)F	7	-3.5	2	83	85	-15	13	8	0	-16
69	Cc1ccc(-c2cc(C(=O)Nc3cnn(C(C)C)c3)no2)cc1	8	1.2	2	100	97	-16	-6	9	0	-27
70	CCn1c(=O)cc(SCC(=O)Nc2cccc(SC)c2)c2ccccc21	12	1.1	1	95	87	-12	-12	29	0	-35
71	CC(=O)Nc1ccc(S(=O)(=O)Oc2ccc(C(=S)N3CCCCC3)cc2)cc1	17	-2.7	1	66	78	-1	0	x	-2	-2
72	COC(=O)/C=C1\SC(=Nc2ccccc2)NC1=O	17	-2.8	1	92	98	-1	5	2	-3	-45

# Screens: PubChem BioAssay, several laboratories
